# mcGAS MS inh: inhibitors of mouse cGAS; Q8C6L5; inhibition, % at 12.5 µM; AID 1259397; 130,000 tested, 0.18% active; recombinant mouse cGAS, cGAMP by RapidFire MS;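 active = inhibition of cGAS enzyme activity at or above 60%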;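 note: enzyme stimulated by 45 bp dsDNA with ATP and GTP substrates; cGAMP share of summed cGAMP plus half ATP and half GTP signals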
# Target sequence (Q8C6L5 whole entry, looked up): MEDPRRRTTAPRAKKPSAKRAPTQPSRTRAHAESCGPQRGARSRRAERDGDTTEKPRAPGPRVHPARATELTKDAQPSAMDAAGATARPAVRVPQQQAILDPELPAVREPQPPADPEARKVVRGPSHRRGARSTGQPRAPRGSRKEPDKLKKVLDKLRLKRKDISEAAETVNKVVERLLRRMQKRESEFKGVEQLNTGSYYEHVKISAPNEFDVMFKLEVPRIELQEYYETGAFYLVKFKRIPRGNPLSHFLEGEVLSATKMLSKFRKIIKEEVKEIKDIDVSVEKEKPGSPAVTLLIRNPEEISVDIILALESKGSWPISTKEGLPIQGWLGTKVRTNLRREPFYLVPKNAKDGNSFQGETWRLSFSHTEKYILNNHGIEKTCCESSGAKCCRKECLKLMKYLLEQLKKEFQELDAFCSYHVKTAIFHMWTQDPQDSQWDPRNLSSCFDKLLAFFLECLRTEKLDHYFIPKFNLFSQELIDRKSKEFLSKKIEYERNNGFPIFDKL
# * = called active by the depositor.
mcGAS MS inh	molecule
-6	O=C(Nc1ccccc1OC1CCCC1)c1ccc2n[nH]c(=O)n2c1
-6	CC1Cn2c(nnc2C23CC4CC(CC(C4)C2)C3)S1 (configuration not stated)
-1	COc1ccc(C(=O)NC2CC2)c(OC2CCN(Cc3cnc(SC)nc3)CC2)c1
-9	CC1=C(C(=O)N(Cc2cccnc2)CC2CCN(Cc3ccccc3C)CC2)OCCO1
-7	Clc1ccc2c(c1)CCCN2Cc1nnnn1C1CC1
-11	CNc1cc(-c2ccc(C)cc2)ncn1
-16	Cc1cccn2c(=O)cc(CN3CCc4ccc(F)cc43)nc12
-23	COc1nn(C)cc1C(=O)NC1CCCC1

# Some values from above.
# mcGAS MS inh, `COc1ccc(C(=O)NC2CC2)c(OC2CCN(Cc3cnc(SC)nc3)CC2)c1` reads -1
# mcGAS MS inh, `COc1nn(C)cc1C(=O)NC1CCCC1` reads -23

# Remaining list, next part.
mcGAS MS inh	molecule
-10	CCCCc1nc(CN2CCOC(Cn3cncn3)C2)cs1 (configuration not stated)
9	CC1CCC2(CC1)NC(=O)N(NC(=O)c1cccs1)C2=O (configuration not stated)
-3	CCCn1c(SCc2ccc3c(c2)OCO3)n[nH]c1=O
-9	C1=C(CSc2nccs2)N2CCCN=C2S1
4	O=C(O)CCC1=NN2C=Nc3sc4c(c3C2NC1=O)CCCC4 (configuration not stated)
-5	O=c1cc(O)c2ccccc2[nH]1
-2	Cn1cc(CN2CCCC(C(=O)Nc3cccc(-c4ccc(F)cc4)c3)C2)cn1 (configuration not stated)
15	Cc1cc(NC(=O)C(C)(C)C)sc1C(=O)NC(CN1CCCC1=O)c1ccccc1 (configuration not stated)
-7	O=C(Cc1ccc(F)cc1)NNS(=O)(=O)c1ccccc1F
-11	O=S(=O)(NC1CCCCCC1)c1ccc(F)c(F)c1
-13	COc1ccc(-c2cccc3ccnn23)c(C)c1
-34	O=C(c1ccc(=O)[nH]n1)N1CCC(c2[nH]ncc2-c2cccc(F)c2)CC1
-1	Cc1cc(=O)[nH]c(SCCOCCOc2cc(Cl)ccc2Cl)n1
-7	Cc1ccccc1CN1C[C@@H]2C[C@@H](c3ccccn3)N3CCC[C@@]23C1=O
-51	O=C(NC1CCSCC1)c1cc(F)c(Cl)nc1Cl
-5	CC(=O)Nc1ccc(OCc2cccc(C(F)(F)F)c2)cc1
-2	N#Cc1ccc(CC(C#N)C(=N)C(C#N)C#N)cc1 (configuration not stated)
4	CCCc1nc(C(=O)N2C[C@@H]3[C@H](C2)[C@H]2CC[C@@H]3O2)cs1
-7	COc1cc(CNCCO)cc(Cl)c1OCc1ccc(Cl)cc1Cl
-9	CCOC(=O)c1ccc(Oc2nc(NC(C)C)nc(NC(C)CC)n2)cc1 (configuration not stated)
-16	O=C1CCC(C(=O)NC(c2ccccc2)c2ccccc2)=NN1
9	O=C1CC2(CCCCC2)c2sc([N+](=O)[O-])cc21
-6	COc1cc(SC)ccc1C(=O)n1cnc2cc(C)c(C)cc21
-5	O=C(CC1CCS(=O)(=O)C1)OCc1csc(-c2ccc(Cl)cc2)n1 (configuration not stated)
-9	Cc1nn(Cc2ccc(Cl)c(Cl)c2)c(C)c1NC(=O)Cn1ccc([N+](=O)[O-])n1
-15	CC(C)c1ccc(CC(=O)N2CCC2(C)C(=O)NC2CCCCCC2)cc1 (configuration not stated)
44	CC(C(=O)O)c1ccc2c(c1)[nH]c1ccc(Cl)cc12 (configuration not stated)
16	COc1nn(C)cc1C(=O)Nc1ccc(NC(C)=O)cc1
-14	O=C(NCc1nc(-c2cccc(F)c2)c(-c2ccccn2)[nH]1)C1CCCCO1 (configuration not stated)
-7	COc1cn(-c2cccc(C(F)(F)F)c2)nc1C(=O)NC(C)c1ccco1 (configuration not stated)
-8	CCOC(=O)C1(C/C=C/c2ccccc2)CCCN(C(=O)CCN2CCCCO2)C1 (configuration not stated)
-2	c1ccc(Nc2ncnc3[nH]ncc23)cc1
-15	O=c1[nH]c2ccccc2n1C1CCN(S(=O)(=O)c2ccccc2)CC1
9	S=c1[nH]nc(COc2ccccc2)n1-c1c(Cl)cccc1Cl
-1	CCc1noc(CNc2cccc(C(=O)N3CCCC(CO)C3)c2)n1 (configuration not stated)
-13	O=C(NCC1CC(=O)N(C2CC2)C1)c1cccc2c1NCCC2 (configuration not stated)
-9	Cc1ccc(OCCN2CCC2(C)C(=O)NC2CCc3ccccc32)cc1 (configuration not stated)
-5	CC(C)c1cc(-c2nnc3sc(-c4cccnc4)nn23)n[nH]1
-10	Cc1ccccc1-c1cc(O)c2c(c1)CN(C(=O)c1cccc(=O)[nH]1)CCO2
-8	Cc1ccc(/C=C/c2nc(=S)n(CN(Cc3ccncc3)C3CC3)[nH]2)o1
-12	CNC(=O)c1ccc(CN(C)C(=O)c2ccc(Br)o2)cc1
0	c1cncc(Nc2nc(-c3cccs3)cs2)c1
-5	Cc1c(Cl)cccc1-n1nnnc1-c1ccccc1Cl
3	O=C(COC(=O)C12CC3CC(CC(C3)C1)C2)NCC1CCCO1 (configuration not stated)
-1	COc1ncccc1CNC(=O)NCC(=O)Nc1c(C)cc(C)cc1C
-7	COc1cccc(C(O)c2ncc(-c3cccc(F)c3)[nH]2)c1 (configuration not stated)
-5	O=C(O)CN1C(=O)NC2(CCCCC2)C1=O
0	CC(C)NC(=O)c1ccccc1OCc1ccc(F)cc1
-6	CCN1CCCCC1CNC(=O)N1CCC(O)(C(F)(F)F)C1 (configuration not stated)
-7	CC(C)CN1C(=O)c2ccccc2[C@H](C(=O)NCCCN2CCOCC2)[C@@H]1c1ccoc1
-3	CNC(=S)N(Cc1ccc(OC)cc1)C1CC(=O)N(c2ccc(OC)cc2)C1=O (configuration not stated)
-5	Cc1ccc(C=C2N=C(c3ccc(Cl)cc3)OC2=O)o1
-20	O=C1CCC(NC(=O)c2ccccc2Sc2ccccc2)CN1 (configuration not stated)
-9	COc1ccccc1/C=C1N=C(/C=C/c2ccccc2)OC/1=O
-4	COc1ccc(CC2(CO)CCN(c3cc(N)ncn3)CC2)cc1
-2	Cn1ccnc1Sc1ccc(NC(=O)C2CC2c2cccnc2)cc1 (configuration not stated)

# Later entries
mcGAS MS inh	molecule
-2	Cc1ccc(Oc2cc(C)nc(SCc3cc(F)ccc3F)n2)c(C)c1
45	CCCn1nc(NS(C)(=O)=O)c2cc3ccccc3nc21
-12	CC1(C(=O)NS(=O)(=O)Cc2cccc(Cl)c2)CCN1C(=O)C/C=C/c1ccccc1 (configuration not stated)
-29	Oc1ccc2ccccc2c1C=Nn1c(-c2ccccc2F)csc1=NCC1CCCO1 (configuration not stated)
-9	N#Cc1ccc(CNS(=O)(=O)/C=C/c2ccccc2)c(F)c1
-7	Cc1ccc(S(=O)(=O)N2C=Cc3ccccc3C2C#N)cc1 (configuration not stated)
-18	c1cncc(-c2nccn2CCn2ccnc2)c1
-28	CCOC(=O)N1CCN(S(=O)(=O)NC(C)CN(C)c2ccccc2)CC1 (configuration not stated)
-8	Cc1ccc(-n2ncc3c(C)nn(Cc4ccc(F)cc4)c(=O)c32)cc1C
-5	Nc1ncnc2c1ncn2[C@@H]1O[C@H](CO)[C@@H](O)[C@H]1O
-7	CC1CCc2c(sc3[nH]c(=S)n(C4CCCC4)c(=O)c23)C1 (configuration not stated)
-1	COC(=O)c1ccc2occ(-c3oc4ccc(C(=O)OC)cc4c3O)c2c1
-4	CC1CN(C(C)C(=O)Nc2cccc(S(=O)(=O)N3CCOCC3)c2)CC(C)O1 (configuration not stated)
6	O=C(Nc1cccc(-n2cccn2)c1)C1CCCN1C1CCSCC1 (configuration not stated)
7	O=C(CC1CCCCC1)NCCCn1nc(-c2ccc(F)cc2)ccc1=O
-1	CC(=O)Nc1c(C)cc(NC(=O)N2CCCCC2CC(C)C)cc1C (configuration not stated)
-3	COC(=O)c1coc(CN2CCCC2c2nc3ccc(F)cc3[nH]2)n1 (configuration not stated)
-23	Cn1nc2n(c1=O)CC(C(=O)Nc1cnc3n1CCCC3)CC2 (configuration not stated)
-9	CCSCc1ccc(C(=O)Nc2nccs2)cc1
-5	COCCN(C(=O)c1ccsc1)c1ccc(C#N)cc1
-28	COc1cc(=O)n(-c2ccccc2C)nc1C(=O)NC(C)(C)C
-4	OCc1cccc(-n2ccnc2-c2ccc(C3CCCCO3)s2)c1 (configuration not stated)
-2	CSc1ccc(Cn2cc(C(=O)NCc3cccs3)sc2=O)cc1
1	Cc1cc2c(SCC(=O)Nc3cccc(Cl)c3)ncnc2s1

# Some of these compounds in order of the mcGAS MS inh value, falling.
canonical_smiles,mcGAS MS inh
Cc1cc2c(SCC(=O)Nc3cccc(Cl)c3)ncnc2s1,1
COC(=O)c1coc(CN2CCCC2c2nc3ccc(F)cc3[nH]2)n1 (configuration not stated),-3
OCc1cccc(-n2ccnc2-c2ccc(C3CCCCO3)s2)c1 (configuration not stated),-4

# Further structures
mcGAS MS inh	molecule
-10	COc1ccccc1CN(Cc1cccs1)C(=O)C1CSC2(C)CCC(=O)N12 (configuration not stated)
-4	O=C(NCC1CCCN(Cc2cccn2-c2ncccn2)C1)C1(c2ccc(Cl)cc2)CC1 (configuration not stated)
0	Cn1cc(C(=O)NNC(=O)Cc2cccnc2)c2ccccc21
3	CCN(CC)CCNc1ncnc2c1sc1nc(C)c3c(c12)CC(C)(C)OC3
-13	O=C(CN1C(=O)C2C3c4ccccc4C(c4ccccc43)C2C1=O)OCC(=O)c1ccccc1 (configuration not stated)
-6	CNc1cnc(-c2ccc(OC)nc2)cn1
2	c1ccc2oc(NC3=NCN(CC4CCCO4)CN3)nc2c1 (configuration not stated)
-3	C/C(=N\NC(=O)CNc1ccc(I)cc1C)c1ccc(Br)cc1
-17	Clc1cc(Cl)c(OCc2nc3c4ccccc4ncn3n2)cc1Cl
-9	Nc1ccc2cn[nH]c2c1
-3	COc1ccc2c(c1)C(OC(C)=O)C(C)(C)C(c1ccc(F)cc1)N2 (configuration not stated)
-5	O=C(Cn1ccccc1=O)N1CCN(Cc2ccc(Cl)s2)CC1
-6	CC(=O)N1CCCN(c2ccc(-c3nc(-c4cccc(Cl)c4)no3)cn2)CC1
-3	Cn1ccnc1CN(C1CC1)C1CCN(C(=O)c2cccnc2)CC1
-8	Cc1nn(C(C)CC(=O)O)c(C)c1Br (configuration not stated)
-3	O=C(CC1CCCCC1)NCc1ccn(-c2ccccc2F)n1
-3	NC(=NOC(=O)N1CCOCC1)c1ccccn1
-7	Cc1cccc(N2CCCn3c2nc2c3c(=O)n(CCN3CCCCC3)c(=O)n2C)c1
1	O=C1c2ccccc2S(=O)(=O)NN1Cc1ccc(F)cc1
-36	CS(=O)(=O)c1cccc(C(=O)N2CCN(C(=O)Nc3ccc(F)cc3)CC2)c1
-6	COc1ccc(CCC2CCCN(C(=O)CCC(F)(F)F)C2)cc1 (configuration not stated)
4	CC1CC(C)CN(Cc2csc(NC(=O)C3CCN(C(=O)C4CC4)CC3)n2)C1 (configuration not stated)
-1	CCC(=O)Nc1ccc(C(=O)Cn2cc(Br)cn2)cc1
-4	CCN(C(=O)c1cnc2n(c1=O)CCS2)c1ccccc1

# Arranged by heavy-atom count (falling): some entries from above
mcGAS MS inh	molecule
-7	Cc1cccc(N2CCCn3c2nc2c3c(=O)n(CCN3CCCCC3)c(=O)n2C)c1
-6	CC(=O)N1CCCN(c2ccc(-c3nc(-c4cccc(Cl)c4)no3)cn2)CC1
-3	COc1ccc2c(c1)C(OC(C)=O)C(C)(C)C(c1ccc(F)cc1)N2 (configuration not stated)
-17	Clc1cc(Cl)c(OCc2nc3c4ccccc4ncn3n2)cc1Cl
-3	C/C(=N\NC(=O)CNc1ccc(I)cc1C)c1ccc(Br)cc1
2	c1ccc2oc(NC3=NCN(CC4CCCO4)CN3)nc2c1 (configuration not stated)
-4	CCN(C(=O)c1cnc2n(c1=O)CCS2)c1ccccc1
-1	CCC(=O)Nc1ccc(C(=O)Cn2cc(Br)cn2)cc1
-3	NC(=NOC(=O)N1CCOCC1)c1ccccn1
-6	CNc1cnc(-c2ccc(OC)nc2)cn1
-8	Cc1nn(C(C)CC(=O)O)c(C)c1Br (configuration not stated)
-9	Nc1ccc2cn[nH]c2c1

# (further entries)
mcGAS MS inh	molecule
-3	Cc1ccc(C(=O)N/N=C2\CC(C)CC(C)(C)C2)c(C)c1 (configuration not stated)
-11	CCc1nn2c(=O)cc(CSc3nnnn3C)nc2s1
4	CC[C@H](C)[C@H](NC1CCN(c2ccc(NS(=O)(=O)N(C)C)cc2)CC1)C(=O)OC
-7	CC(c1ccc(F)cc1)N(C)C(=O)CCN1CCCO1 (configuration not stated)
-2	CN1CCN(S(=O)(=O)c2ccc(NCc3ccccc3Cl)c([N+](=O)[O-])c2)CC1
14	NC(=S)COc1ccccc1
-10	CC(Oc1ccc(Cl)cc1Cl)C(=O)N1CCCC(C(=O)Nc2ccccc2)C1 (configuration not stated)
0	CCN1CCN(C(=O)C(C)Sc2nc3ccc(Cl)cc3c(=O)n2CC(C)C)CC1 (configuration not stated)
-6	CCC(CC)n1ncc(C)c1NC(=O)c1cc(C)nc(C)n1
-2	CCC(C)(C)NC(=O)CN1CCN(S(=O)(=O)c2ccccc2F)CC1
-10	CC(C)(C)n1nnnc1SC1CCCCC1
-3	CCCn1c(SCC(=O)N(C)CC(=O)Nc2ccc(C)cc2)n[nH]c1=O
-4	CCCCCCC[n+]1cccc2ccccc21
-8	COCCN1CCCC2(CCN(Cc3ccc(Oc4ncccn4)cc3)C2)C1 (configuration not stated)
-10	C=CC[C@H]1CC(C)=C[C@H](CC=C)N1C(=O)CCN1CCCC1=O
1	Cc1cc(C=NNC(N)=S)c(O)c(C=NNC(N)=S)c1
-2	O=C(N=C1N=C2C=CC=CN2Cc2ccccc21)c1cc[n+]([O-])cc1
-18	CC(C)N1CCOC(CC(=O)N(C)Cc2ccsc2)C1 (configuration not stated)
-38	COCCN=c1scc(-c2ccc(OC(F)F)cc2)n1N=Cc1ccc(OC)c(OC)c1OC
-35	CC1(c2cccs2)NC(=O)N(CN2CCN(c3ncccn3)CC2)C1=O (configuration not stated)
-5	COc1ccc(N2CCN(CC(=O)N3CCC(O)CC3)C2=O)cc1
3	Cc1ccc(-n2c(=O)cc(N3CCCCCC3)[nH]c2=O)cc1
0	O=C(NOCc1ccc(F)cc1Br)C1CCCC1
4	O=C(O)c1cc(-c2ccc(F)cc2)nc2cc(-c3ccccc3)nn12
-4	CCOC(=O)CCNC(=O)NC1CC(=O)N(CC2CCCCC2)C1 (configuration not stated)

# Only part of the results is shown; count on the stated rates, not on these rows.
